Tau FP inhib: qHTS for Inhibitors of Tau Fibril Formation, Fluorescence Polarization; Microtubule-associated protein tau (Homo sapiens), P10636; K18 P301L tau heparin fibrillization, Alexa594 FP, 6 h; Potency, µM (series often up to 57.7 µM), for inactives: at the highest dose activity, negative = inhibition, most hits filed as inhibitors; 280,000 tested, 0.39% active; AID 1468, 2008; further: on the % scale 0 is the no-effect control and ±100 the full control effect; nearly all actives have a fitted effect of over 55% in size
Target sequence (P10636 561-689 P618L limits assumed): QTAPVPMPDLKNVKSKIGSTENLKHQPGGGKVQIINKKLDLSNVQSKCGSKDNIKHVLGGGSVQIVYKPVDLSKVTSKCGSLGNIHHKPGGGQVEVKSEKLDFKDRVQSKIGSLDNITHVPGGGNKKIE
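Heparin (20 uM) drove fibril formation of recombinant tau K18 P301L, 15 uM unlabeled with 0.24 uM Alexa 594 label, for 6 hr at 37 C in 100 mM sodium acetate pH 7. Fluorescence polarization (555/632 nm) read 1 hr after 30 uM ThT.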
L3MBTL1 block: qHTS Assay for the Inhibitors of L3MBTL1. Lethal(3)malignant brain tumor-like protein 1 (Homo sapiens), Q9Y468. AlphaScreen L3MBTL1–H3K9me1 peptide binding. Potency, µM (doses to about 57.1 µM), inactives show top-dose activity, negative = inhibition, most hits filed as inhibitors. 230,000 tested, 0.66% active; further: on the % scale 0 is the no-effect control and ±100 the full control effect; nearly all actives have a fitted effect of over 60% in size
Target sequence (Q9Y468 whole entry, looked up): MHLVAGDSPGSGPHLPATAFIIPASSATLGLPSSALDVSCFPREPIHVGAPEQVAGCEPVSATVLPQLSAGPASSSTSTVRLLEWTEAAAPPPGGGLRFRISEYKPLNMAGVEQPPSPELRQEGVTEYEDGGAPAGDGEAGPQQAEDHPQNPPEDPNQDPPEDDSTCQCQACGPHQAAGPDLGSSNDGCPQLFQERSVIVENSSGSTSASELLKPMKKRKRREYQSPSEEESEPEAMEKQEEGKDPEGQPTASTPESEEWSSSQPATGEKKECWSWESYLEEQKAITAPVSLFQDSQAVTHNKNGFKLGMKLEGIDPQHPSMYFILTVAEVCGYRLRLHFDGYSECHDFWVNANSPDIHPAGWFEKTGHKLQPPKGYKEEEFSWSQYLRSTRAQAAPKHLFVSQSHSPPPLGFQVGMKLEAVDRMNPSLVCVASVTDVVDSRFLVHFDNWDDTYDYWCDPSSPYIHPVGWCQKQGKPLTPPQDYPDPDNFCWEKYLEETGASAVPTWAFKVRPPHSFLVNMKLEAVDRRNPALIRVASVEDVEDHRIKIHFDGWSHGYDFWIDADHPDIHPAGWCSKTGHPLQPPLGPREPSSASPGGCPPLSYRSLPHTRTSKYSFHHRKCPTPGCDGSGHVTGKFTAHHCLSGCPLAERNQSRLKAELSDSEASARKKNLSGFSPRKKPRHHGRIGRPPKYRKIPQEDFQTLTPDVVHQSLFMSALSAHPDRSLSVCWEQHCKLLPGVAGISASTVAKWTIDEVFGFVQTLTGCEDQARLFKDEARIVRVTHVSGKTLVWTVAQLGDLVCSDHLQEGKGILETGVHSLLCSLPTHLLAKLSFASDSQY
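AlphaScreen proximity signal between nickel-chelate acceptor and streptavidin donor beads (final 10 ug/mL) reports binding of 50 nM L3MBTL1 to 75 nM biotin-H3 K9me1 peptide; complex incubated with compounds 30 min at room temperature; cefsulodin titration as control.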
TRb SRC2 PPI: qHTS for Inhibitors of the Interaction of Thyroid Hormone Receptor and Steroid Receptor Coregulator 2. 280,000 tested, 0.065% active. Thyroid hormone receptor beta (Homo sapiens), P10828. TRbeta-SRC2 peptide binding, fluorescence polarization; receptor liganded with 1 µM T3. Potency, µM (doses to about 106 µM), for inactives: top-dose activity change, negative = inhibition, most hits filed as inhibitors. AID 1469, 2008;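 further: plate controls were bound peptide for no effect and peptide without receptor for full effect; nearly all actives have a fitted effect of over 50% in size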
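Compounds were added to 0.6 uM TRb ligand-binding domain and 20 nM Texas Red-labeled SRC2 peptide in Tris buffer containing 1 uM T3, incubated 5 hr at ambient temperature, then read by fluorescence polarization.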
Tau ThT inhib: qHTS for Inhibitors of Tau Fibril Formation, Thioflavin T Binding; recombinant tau K18 P301L, heparin-induced fibrillization, ThT fluorescence; Potency, µM (top dose mostly 57.4 µM), for the others: at the highest dose activity, negative = inhibition, hits mostly inhibitors; 270,000 tested, 2.1% active; further: on the % scale 0 is the no-effect control and ±100 the full control effect; nearly all actives have a fitted effect of over 55% in size
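Fibril formation assay: tau K18 P301L at 15 uM with trace Alexa 594 label, heparin inducer 20 uM, pH 7 sodium acetate buffer, 37 C for 6 hr; endpoint ThT signal.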
RECQ1 inh: qHTS Assay for Inhibitors of RecQ-Like Dna Helicase 1 (RECQ1) | ATP-dependent DNA helicase Q1 (Homo sapiens), P46063 | RECQ1 DNA unwinding, red fluorescence kinetic read | Potency, µM (doses to about 57.3 µM), without a hit: top-dose activity, negative = inhibition, actives largely listed as inhibitors | 240,000 tested, 0.54% active | AID 2549, 2010;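 further: plate controls were vehicle for no effect and no enzyme for full effect; nearly all actives have a fitted effect of over 30% in size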
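50 nM RECQ1T1 preincubated 15 min with compound in Tris pH 8.0 buffer with MgCl2, DTT, Tween-20 and 2.5 ug/ml poly(dI-dC); started with 200 nM TAMRA/BHQ-2 forked duplex and 2 mM ATP. Unwinding read as fluorescence (525/598 nm), two reads 2 h apart.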
HTT ATP protect: qHTS Multiplex Assay to Identify Dual Action Probes in a Cell Model of Huntington: Cytoprotection (ATP) | PC12 HTT-Q103 induced, cytoprotection, ATP luminescence, 40 h | Potency, µM (top dose mostly 56.4 µM), inactives show cytoprotection (ATP increase), actives largely listed as activators | 230,000 tested, 0.14% active;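 further: % of control where 0% means no effect; nearly all actives have a fitted effect of over 45% in size; toxic huntingtin expression switched on by the ecdysone agonist tebufenozide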
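Stable PC12 Q103-GFP cells in serum-supplemented, phenol red-free DMEM; induction by tebufenozide at 100 nM final; compound dose series; cell viability quantified luminescently from ATP.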
TR SRC2 fluor cs: Total Fluorescence Counterscreen for Inhibitors of the Interaction of Thyroid Hormone Receptor and Steroid Receptor Coregulator 2; TRb/SRC2 Texas Red total fluorescence interference; Potency, µM (series often up to 106 µM), for inactives: top-dose fluorescence change, negative = quenching; 280,000 tested, 0.29% active; AID 1479, 2009; active means well fitted curve in either direction with a large enough effect; inconclusive means small, poorly fitted or top-dose-only effect; further: on the % scale 0 is the no-effect control and ±100 the full control effect
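Flags fluorescent or light-absorbing compounds by total fluorescence, S + 2P, at 555 nm excitation and 632 nm emission. Mixture: 20 nM Texas Red SRC2 peptide, 0.6 uM human TRb LBD, 1 uM T3, 5% DMSO; compound exposure 5 h at ambient temperature.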
Tau fluor counter: Counterscreen qHTS for Inhibitors of Tau Fibril Formation, Fluorescence Polarization; tau K18 P301L Alexa594 fluorescence, heparin fibrillization; Potency, µM (doses to about 57.7 µM), for inactives: at the highest dose activity change, negative = decrease; 280,000 tested, 0.93% active; further: on the % scale 0 is the no-effect control and ±100 the full control effect; nearly all actives have a fitted effect of over 55% in size
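Human tau K18 P301L (15 uM unlabeled, 0.24 uM Alexa 594-labeled) in 100 mM sodium acetate pH 7 with 20 uM heparin, 6 hr at 37 C. ThT 30 uM added, 1 hr ambient; Alexa 594 FP and total fluorescence read at 555/632 nm.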
Starred values were filed as active, the others as inactive; i = inactive; u = inconclusive; x = no result given; [ ] = another dose, or the depositor's remark. Unless noted, the call rests on the fitted dose curve; in most records, active means well fitted curve in the direction sought with a large enough effect; inconclusive means small, poorly fitted or top-dose-only effect, or another doubt; inactive means no such curve, though single readings can be large; an effect the other way counts as inactive or inconclusive. Potency means the concentration at half of the fitted maximal effect.

Every second line gives: Tau FP inhib	L3MBTL1 block	TRb SRC2 PPI	Tau ThT inhib	RECQ1 inh	HTT ATP protect	TR SRC2 fluor cs	Tau fluor counter
- COCCn1c(SCc2ccc(C(=O)OC)o2)nc2ccccc2c1=O
    15%	-2%	-19%	3%	-2%	-9%[10 µM]	2%	-2%
- CN1CCN(CC(=O)N/N=C\c2c[nH]c3ccccc23)CC1
    3%	-1%	10%	-3%	2%	x	-1%	-9%
- Cc1ccc(C(=O)Nc2cccc(C(=O)NCc3ccccc3)c2)cc1
    -4%	2%	1%	0%	3%	6%[10 µM]	-2%	-9%
- CCOC(=O)/C(=C\c1ccc([N+](=O)[O-])o1)NC(=O)c1ccccc1
    5%	x	-2%	-14%	-6%	-19%	2%	-10%
- O=C(NCc1ccncc1)Nc1ccc(Cl)cc1Cl
    -5%	-5%	-8%	-17%	-9%	-1%	-2%	-11%
- CCc1nnc2sc(-c3cc(-c4ccccc4)nc4ccccc34)nn12
    0%	x	-9%	-9%	4%	-10%	-5%	-6%
- CCN(CC)C(=O)CSc1nnc(-c2ccc(O)cc2)n1CC1CCCO1 (configuration not stated)
    -1%	x	-6%	-9%	-9%	-7%	-3%	-4%
- C/C(=C\c1ccccc1)CN1CCC(C(=O)N2CCCCC2)CC1
    1%	6%	-4%	4%	-3%	9%[10 µM]	-1%	5%
- CCCN(CCC)CCCNC(=O)c1cn(CCOC)c(=O)c2c1c1ccccc1n2C
    5%	6%	6%	-7%	i	-3%	2%	-9%
- CCn1ncc2c(OCc3ccc(C#N)cc3)cc(C)nc21
    -3%	18%	-6%	u	u	-9%[10 µM]	0%	-7%
- COc1ccc2c(CNCc3cccs3)c(C(=O)O)n(Cc3ccccc3)c2c1
    0%	x	3%	1%	x	x	-1%	-4%
- CCOC(=O)N1CCN(C(=O)Nc2sc3nc4n(c(=O)c3c2C)CCC(C)CC4)CC1 (configuration not stated)
    11%	-9%	-4%	u	i	-28%	1%	-21%
- O=C(Nc1c(C(=O)N2CCN(c3ccccc3F)CC2)oc2ccccc12)c1ccc(Br)o1
    6%	x	-6%	-6%	x	x	-1%	-8%
- Cc1cc(Cl)ccc1NC(=O)CN1C(=O)CSc2ccc(S(=O)(=O)N(C)C)cc21
    -2%	x	1%	14%	x	x	0%	4%
- Cc1nnc(NC(=O)CCCOc2ccccc2)s1
    -4%	x	-4%	-12%	-1%	-4%	-3%	-5%

Of the compounds above, these contain a furan ring, fused or not:
Every second line gives: Tau FP inhib	L3MBTL1 block	TRb SRC2 PPI	Tau ThT inhib	RECQ1 inh	HTT ATP protect	TR SRC2 fluor cs	Tau fluor counter
- COCCn1c(SCc2ccc(C(=O)OC)o2)nc2ccccc2c1=O
    15%	-2%	-19%	3%	-2%	-9%[10 µM]	2%	-2%
- CCOC(=O)/C(=C\c1ccc([N+](=O)[O-])o1)NC(=O)c1ccccc1
    5%	x	-2%	-14%	-6%	-19%	2%	-10%
- O=C(Nc1c(C(=O)N2CCN(c3ccccc3F)CC2)oc2ccccc12)c1ccc(Br)o1
    6%	x	-6%	-6%	x	x	-1%	-8%

Next compounds
Every second line gives: Tau FP inhib	L3MBTL1 block	TRb SRC2 PPI	Tau ThT inhib	RECQ1 inh	HTT ATP protect	TR SRC2 fluor cs	Tau fluor counter
- O=C(CSc1ccsc1[N+](=O)[O-])Nc1cccc(F)c1
    6%	28µM*	0%	3%	u	x	-17%	6%
- CCCN1CCc2c(sc(NC(=S)NC(=O)c3ccccc3)c2C#N)C1
    2%	x	-2%	16µM*	10%	-87%[inhibitor]	-4%	u
- CC(=O)c1sc2nc(-c3ccco3)ccc2c1N
    -2%	-22%	-4%	7.1µM*	3.5µM*	3%[10 µM]	u	u
- CC1=C(C(=O)N2CCN(c3cccc(Cl)c3)CC2)C2(CCCCC2)OC1=O
    -2%	x	3%	-16%	x	x	-8%	-17%
- COc1ccc(-c2cc(C(=O)Nc3ccccc3SC)no2)cc1OC
    -10%	-2%	0%	-21%	i	-23%	0%	-15%
- CC(=O)OC[C@@]1(O)C[C@@]23CC[C@@H]4c5ccoc5CC[C@@]4(C)[C@@H]2CCC1C3
    3%	x	-1%	-19%	-8%	u	-1%	-14%
- CCc1ccc(NC(=O)Cn2c(SC)nc3ccccc32)cc1
    -1%	1%	0%	u	u	28%[10 µM]	2%	-16%
- O=C(NC1CC(=O)N(c2ccc(Cl)cc2)C1)c1ccc2c(c1)OCO2 (configuration not stated)
    -10%	x	-2%	-2%	x	x	-1%	-9%
- C/C(=N\Nc1nc(-c2ccccn2)nc2ccccc12)c1ccc(F)cc1
    4%	x	-8%	5%	1%	-65%[inhibitor][10 µM]	-6%	-19%
- Cc1ccc(NC(=O)CC2SCCNC2=O)cc1[N+](=O)[O-] (configuration not stated)
    -8%	-1%	-4%	8%	i	14%[10 µM]	-3%	6%
- COc1ccccc1/C=C/C=NC1C(=O)N(c2ccccc2)[N+](C)=C1C (configuration not stated)
    2%	-9%	-7%	-11%	-1%	5%[10 µM]	-3%	-12%
- COC(=O)C1c2ccccc2-c2ccccc21
    2%	x	-2%	-9%	-3%	-15%	-2%	-9%
- COc1ccc(CNC(=O)C2CCN(S(=O)(=O)c3ccc4nc5c(c(C(=O)O)c4c3)CCCC5)CC2)cc1
    -8%	x	4%	-2%	x	x	-2%	-7%
- COc1ccc(NC(=O)/C(Cl)=C(/Cl)S(=O)(=O)Cc2ccc(C)cc2)cn1
    u	x	5%	8.9µM*	-8%	-152%[inhibitor]	3%	-25%
- CSc1cc(C)nc(N(C)C(C)=O)n1
    -12%	-4%	-21%	-7%	i	0%	-3%	-7%

Grouped by structure: the compounds so far with a COOH group.
Every second line gives: Tau FP inhib	L3MBTL1 block	TRb SRC2 PPI	Tau ThT inhib	RECQ1 inh	HTT ATP protect	TR SRC2 fluor cs	Tau fluor counter
- COc1ccc2c(CNCc3cccs3)c(C(=O)O)n(Cc3ccccc3)c2c1
    0%	x	3%	1%	x	x	-1%	-4%
- COc1ccc(CNC(=O)C2CCN(S(=O)(=O)c3ccc4nc5c(c(C(=O)O)c4c3)CCCC5)CC2)cc1
    -8%	x	4%	-2%	x	x	-2%	-7%

The list goes on.
Every second line gives: Tau FP inhib	L3MBTL1 block	TRb SRC2 PPI	Tau ThT inhib	RECQ1 inh	HTT ATP protect	TR SRC2 fluor cs	Tau fluor counter
- O=C1c2ccccc2C(=O)c2cc(S(=O)(=O)Nc3ccccc3)ccc21
    u	-17%	4%	22µM*	-2%	7%[10 µM]	-4%	14µM*[quencher]
- Cc1cnn(Cc2cccnc2)c1N
    -5%	x	2%	x	-5%	-3%[10 µM]	-1%	-29%
- COc1ccc(C2C3=C(CCCC3=O)Nc3c(-c4ccccc4)c(C)nn32)cc1 (configuration not stated)
    -4%	0%	-15%	-11%	-2%	-22%	-2%	-1%
- COC(=O)CNC(=O)C(C)NC(=O)CNC(=O)OCc1ccccc1 (configuration not stated)
    2%	4%	-12%	-4%	10%	-4%	-4%	0%
- COC(=O)CN(c1ccc(OC)cc1)S(=O)(=O)c1ccc(OC)c(OC)c1
    -4%	12%	6%	-3%	-9%	-1%[10 µM]	-2%	-5%
- COc1cccc(NC(=O)CSc2ncc(S(=O)(=O)c3ccccc3)c(=O)[nH]2)c1
    -11%	1%	2%	-7%	-16%	9%[10 µM]	-1%	-18%
- Cc1c(CN2CCc3c([nH]c4ccccc34)C2C2CCCCC2)cnn1C (configuration not stated)
    6%	-9%	6%	-5%	-2%	-25%	0%	-10%
- CCOC(=O)CSc1nnc(CNC(=O)c2ccc(OC)cc2OC)n1C
    2%	-3%	-5%	-11%	8%	-27%	-4%	-8%
- CC(=O)C(Cc1ccc(Cl)nc1)Cc1ccc(Cl)nc1
    -5%	6%	0%	-5%	i	-25%	4%	-5%
- Cn1c(=O)c(=O)n(C)c2cc(N3CCCC3)c(NC(=O)c3ccccc3Cl)cc21
    -1%	x	-5%	-10%	x	x	-1%	2%
- Cc1cccc(C)c1OCC(=O)Nn1c(COc2ccccc2)nc2ccccc2c1=O
    -3%	x	0%	-1%	-14%	-18%	-1%	-7%
- Cc1ccc(C(=O)NCCNC(=O)CN2CCCC2)cc1
    2%	3%	1%	-2%	-1%	12%	2%	1%
- Cn1c(C(=O)NCc2cccs2)cc2c(=O)n(C)c3ccccc3c21
    -8%	x	-2%	-11%	-10%	-18%	-2%	-15%
- Cc1ccccc1-n1nc2c(c1NC(=O)c1ccc(Br)o1)CSC2
    u	-16%	0%	-15%	-6%	9%[0.074 µM]	2%	1%
- CC(C)CN(CC(C)C)CC(O)COc1ccccc1Br (configuration not stated)
    -2%	21%	2%	-6%	-1%	8%[10 µM]	-2%	-7%

High-throughput results as filed in PubChem.

A portion of the library; rates above refer to the full screens.
